PKM2 activator = PKM2 (human) enzyme activation. P14618. purified PKM2, Kinase-Glo ATP luminescence, activation; response scale: 0% is enzyme alone, no compound. Potency, µM (highest dose often 57.5 µM), for the others: at the highest dose activation, hits mostly activators. 260,000 tested, 0.34% active; also: potency is read from the fitted curve at half-maximal effect; % is scaled to controls: 0 for no effect and ±100 for the full control effect; nearly all actives have a fitted effect of over 55% in size
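Kinase-Glo luminescence reports ATP generated from ADP (0.1 mM) and PEP (0.5 mM) by purified hPK-M2 after 1 h at room temperature, pH 7.2 imidazole buffer; intermediate enzyme activity allows detecting inhibitors and activators.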
TSHR antagonist = blocks TSH signaling through the human TSH receptor. 330,000 tested, 0.2% active. TSHR-expressing cells, TSH-stimulated cAMP HTRF, 2 h; hits give low values. activity change, negative = inhibition, % at 11.5 µM. P16473;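 active = activity change below a set negative limit, meaning inhibition stronger than a set level, cut at about -70% in these data; inconclusive = activity change between two set negative limits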; also: % is scaled to controls: 0 for no effect and ±100 for the full control effect
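Freshly harvested TSHR cells receive pin-tooled compound, then EC80 TSH at 4nM final. After 2 hours at 37 deg C, antibody in lysis buffer and cAMP-d2 are added; 30 minutes at ambient temperature precede the HTRF read.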
USP2a block = blocks human ubiquitin-specific protease USP2a. USP2 core, Ub-CHOP2 coupled fluorogenic reporter, 485/531. 330,000 tested, 0.01% active. Potency, µM (series often up to 38.3 µM), without a hit: at the top dose activity change, negative = inhibition, hits mostly inhibitors. AID 463254;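 also: potency is read from the fitted curve at half-maximal effect; plate controls were DMSO wells for no effect and full inhibition by NEM control for full effect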
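Deubiquitinase activity read as fluorescence (485/531 nm) after Ub-CHOP2 cleavage activates the enterokinase reporter on its substrate; USP2 core 10nM, Ub-CHOP2 and substrate 25nM each, 30min compound preincubation then 60min RT; data normalized to NEM, curves fitted.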
S-ASM inh = human S-ASM enzyme inhibition; placental ASM, HMU-PC fluorogenic substrate, 60 min; 340,000 tested, 0.006% active; P17405; AID 504937; Potency, µM (titrated, usually from 57.5 µM), for the others: at the highest dose activity change, negative = inhibition, usual class: inhibitors; also: potency is read from the fitted curve at half-maximal effect
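Fluorescence read-out (Ex 386 nm, Em 447 nm) after stopping the reaction at pH 10. Enzyme: ASM from human placenta; substrate HMU-PC0, 9 uM final; 60 min, 37 °C. Compound preincubation 10 min, ambient temperature.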
Mito fusion act = mitochondrial division inhibition or fusion activation; S. cerevisiae fusion-defective mutant growth rescue, CellTiterGlo 48 h; Potency, µM (doses to about 46.1 µM), inactives show top-dose growth rescue (activation), usual class: activators; 320,000 tested, 0.23% active; AID 485298;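 also: potency is read from the fitted curve at half-maximal effect; % of control where 0% means no effect; nearly all actives have a fitted effect of over 45% in size; temperature-sensitive fusion mutants such as fzo1-1 at 37 °C on non-fermentable ethanol glycerol medium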
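Temperature-sensitive fusion-defective S. cerevisiae (e.g. fzo1-1, mgm1-5) were grown with compound in YPEG medium (3% ethanol, 3% glycerol) for 48 hours at 37C. Growth rescue was measured as viability by CellTiterGlo luminescence after 10 minutes at ambient.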
Eya2 phos inh = Eya2 (human) phosphatase inhibition. AID 488837. O00167. Potency, µM (titrated, usually from 76.9 µM), without a hit: at the highest dose activity, negative = inhibition, hits mostly inhibitors. 330,000 tested, 0.006% active. recombinant Eya2, OMFP fluorescence dephosphorylation (OMFP is methylfluorescein phosphate); also: potency is read from the fitted curve at half-maximal effect; % is scaled to controls: 0 for no effect and ±100 for the full control effect
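Eya2 protein (added as 0.2 uM solution) was preincubated with compound for 10 min at ambient temperature in 50 mM HEPES pH 7.5, 50 mM NaCl, 5 uM MgCl2, 0.05% BSA, 1 mM DTT. OMFP (added at 50 uM) then reacted 10 min; fluorescence read at 485/525 nm.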
Menin-MLL TR inh = inhibitors of human menin-MLL interaction, mutant MLL peptide; O00255; Menin + Texas Red MLL mutant peptide, fluorescence polarization; Potency, µM (highest dose often 61.6 µM), for the others: at the highest dose FP activity change, negative = inhibition, most hits filed as inhibitors; 270,000 tested, 0.23% active; AID 1768; active = well fitted inhibition curve with a large enough effect in the polarisation, with a control signal flat, not every such curve was filed as active; inconclusive = small, poorly fitted or top-dose-only effect, or effect the other way, or a change in a side signal; inactive = no such curve, though single readings can be large or run the other way; the % refers to the polarisation; also: potency is read from the fitted curve at half-maximal effect; % of control where 0% means no effect; many of its hits are not listed in these tables
Chronic BCR inh = inhibitors of chronic active B-cell receptor signaling | ABC-DLBCL IkBa-CBG/CBR reporter, luminescence ratio, 4 h | 340,000 tested, 0.05% active | AID 493014 | Potency, µM (top dose mostly 46.1 µM), for inactives: top-dose ratio change, negative = lower green/red ratio, actives largely listed as inhibitors; active = well fitted inhibition curve with a large enough effect in the signal ratio, with a control signal flat, not every such curve was filed as active; inconclusive = small, poorly fitted or top-dose-only effect, or effect the other way, or a change in a side signal; the % refers to the signal ratio;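 also: potency is read from the fitted curve at half-maximal effect; plate controls were basal doxycycline-induced cells for no effect and cells given 10 µM MG132 for full effect; MG132 reads +100%, hits lower the ratio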
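TMD8 human ABC-DLBCL cells with doxycycline-inducible IκBα–green luciferase fusion and unfused red luciferase, in 0.5% FBS medium; compounds up to 46 uM, 4 h at 37C. Green/red luminescence ratio, filter-overlap corrected, fitted to concentration-response curves.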
GALK inhibitor = blocks human galactokinase activity; Purified GALK, Kinase-Glo residual ATP luminescence; Potency, µM (highest dose often 57.5 µM), inactives show at the top dose activity change, negative = inhibition, most hits filed as inhibitors; P51570; AID 1868; 270,000 tested, 0.007% active; also: potency is read from the fitted curve at half-maximal effect; % is scaled to controls: 0 for no effect and ±100 for the full control effect
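5 nM enzyme, 35 uM ATP, 100 uM galactose, 20 mM HEPES pH8.0, 5 mM MgCl2; 1 h RT; residual ATP by Kinase-Glo Plus luminescence, qHTS format.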
MBNL1 CUG block = inhibitors of human MBNL1 binding to CUG repeat RNA. 280,000 tested, 0.036% active. AID 2675. TR-FRET MBNL1-His/biotin-(CUG)12 binding, 665/545 ratio. Potency, µM (series often up to 57.5 µM), without a hit: top-dose activity change, negative = inhibition, usual class: inhibitors; active = well fitted inhibition curve with a large enough effect in the signal ratio, with a control signal flat, not every such curve was filed as active; inconclusive = small, poorly fitted or top-dose-only effect, or effect the other way, or a change in a side signal; inactive = no such curve, though single readings can be large or run the other way; the % refers to the signal ratio; also: potency is read from the fitted curve at half-maximal effect; % is scaled to controls: 0 for no effect and ±100 for the full control effect
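MBNL1-His + Biotin-(CUG)12, cpd titration 92 nM–58 uM; Tb anti-His Ab 0.055 ng/ul, SA-XL665 5 nM (final); 60 min RT; ratiometric 665/545 nm, Ex 340 nm; normalized to buffer and full-complex controls.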
hERG WT inh = KCNH2 (human, wildtype) channel inhibition; Q12809; U2OS, BacMam KCNH2, thallium flux FluxOr; hits give low values; activity change, % at 1.84 µM; 340,000 tested, 0.37% active;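 active = maximum activity change below -70%; inconclusive = maximum activity change between -70% and -50%; inactive = maximum activity change above -50%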; also: % is scaled to controls: 0 for no effect and ±100 for the full control effect
Target sequence (Q12809 whole entry, looked up): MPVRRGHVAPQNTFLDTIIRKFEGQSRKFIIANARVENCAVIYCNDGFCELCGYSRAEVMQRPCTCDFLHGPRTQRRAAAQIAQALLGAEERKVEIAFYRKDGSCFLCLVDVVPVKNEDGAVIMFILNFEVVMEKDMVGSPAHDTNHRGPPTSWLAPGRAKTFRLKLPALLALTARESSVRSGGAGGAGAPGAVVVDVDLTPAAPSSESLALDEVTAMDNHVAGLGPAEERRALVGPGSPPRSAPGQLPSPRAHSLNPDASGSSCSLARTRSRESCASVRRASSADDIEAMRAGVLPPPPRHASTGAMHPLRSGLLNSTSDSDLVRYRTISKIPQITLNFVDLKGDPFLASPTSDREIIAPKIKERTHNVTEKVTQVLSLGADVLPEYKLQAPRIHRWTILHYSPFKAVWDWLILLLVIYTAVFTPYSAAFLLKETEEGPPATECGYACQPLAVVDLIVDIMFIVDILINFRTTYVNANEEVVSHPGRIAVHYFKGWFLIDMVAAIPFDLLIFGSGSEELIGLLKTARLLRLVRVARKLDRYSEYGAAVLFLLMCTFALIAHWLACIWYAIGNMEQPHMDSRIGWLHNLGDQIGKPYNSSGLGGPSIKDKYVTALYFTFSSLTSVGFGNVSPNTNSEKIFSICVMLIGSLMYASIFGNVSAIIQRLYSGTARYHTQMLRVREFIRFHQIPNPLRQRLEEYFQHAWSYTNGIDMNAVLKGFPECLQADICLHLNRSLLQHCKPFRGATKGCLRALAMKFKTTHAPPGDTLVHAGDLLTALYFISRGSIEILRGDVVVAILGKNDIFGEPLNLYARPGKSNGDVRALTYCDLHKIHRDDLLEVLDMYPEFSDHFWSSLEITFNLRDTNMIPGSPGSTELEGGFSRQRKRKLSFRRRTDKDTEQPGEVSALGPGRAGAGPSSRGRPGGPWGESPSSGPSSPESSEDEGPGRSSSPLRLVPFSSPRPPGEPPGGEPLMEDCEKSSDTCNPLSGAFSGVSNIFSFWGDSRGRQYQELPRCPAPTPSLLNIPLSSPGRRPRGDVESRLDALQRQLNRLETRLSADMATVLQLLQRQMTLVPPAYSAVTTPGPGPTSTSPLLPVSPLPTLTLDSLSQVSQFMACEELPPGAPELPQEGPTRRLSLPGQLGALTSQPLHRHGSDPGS
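U2OS cells transduced with wild-type KCNH2 virus are loaded with FluxOr dye for 45 min, and thallium flux is measured in kinetic reads before and after stimulation buffer. Rate constants are normalized to DMSO controls.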
The depositor's hits bear a star; i = inactive; ? = inconclusive; . = not tested or not shown; [ ] = remark or other dose. Unless noted, calls follow the shape of the dose curve; as a rule, active = well fitted curve in the direction sought with a large enough effect; inconclusive = small, poorly fitted or top-dose-only effect, or another doubt; inactive = no such curve, though single readings can be large; an effect the other way counts as inactive or inconclusive. The list is partial, so the mix of outcomes need not match the whole.

SMILES	PKM2 activator	TSHR antagonist	USP2a block	S-ASM inh	Mito fusion act	Eya2 phos inh	Menin-MLL TR inh	Chronic BCR inh	GALK inhibitor	MBNL1 CUG block	hERG WT inh
NC(=O)CSc1nc2ccccc2c(=O)n1-c1ccccc1	1%	-3	0%	2%	0%	4%	4%	-2%	8%	-3%	10
Cc1ccc(C(=O)NC(=S)N2CC(C)OC(C)C2)cc1[N+](=O)[O-] (configuration not stated)	-1%	1	2%	-2%	-2%	2%	8%	0%	-2%	12%	2
Cc1ccc(S(=O)(=O)c2c(C)nn(C(C)(C)C)c2OC(=O)c2cccs2)cc1	3%	-14	4%	-3%	5%	22%	8%	7%	-4%	-10%	-17
CC(NC(=O)C1CC12CCC2)c1ccccc1 (configuration not stated)	1%	7	3%	1%	1%	8%	-6%	?	3%	-9%	4
Cc1ccc(NC(=O)CCCOc2ccccc2)cc1S(=O)(=O)N1CCOCC1	.	-14	-7%	-4%	2%	-21%	.	1%	.	.	-11
CC(C)(C)CNC(=O)c1cccc2c1C(=O)c1ccc(-c3cc4ccccc4o3)cc1S2(=O)=O	.	14	0%	135%	.	0%	.	0%	.	.	-11
Cc1ccc(NCc2cccnc2)cc1	1%	15	1%	8%	0%	-12%	-10%	?	1%	-7%	-6
C/C(CC(=O)Nc1ccc(C)c(Cl)c1)=N\NC(=O)Cc1cccs1	10%	1	10%	-3%	-12%	17%	.	?	-4%	11%	1
Cc1ccc(C(=O)NC(=S)Nc2cc(C(F)(F)F)ccc2Cl)cc1	-1%	-1	1%	-3%	-2%	-14%	-25%	11%	1%	-12%	38
Cc1ccc(S(=O)(=O)N2CCCN(S(=O)(=O)c3ccc(C)c(C)c3)CC2)cc1C	2.2µM*	1	0%	0%	-3%	-8%	4%	?	0%	2%	-4
O=[N+]([O-])c1cc(-c2ccn[nH]2)ccc1Cl	-1%	9	-1%	-3%	-8%	-7%	-10%	-4%	0%	?	-1
CCN1C(=O)S/C(=C\c2ccc(N3CCOCC3)cc2C)C1=O	0%	7	4%	-10%	0%	17%	-21%	?	3%	?	0
COC(=O)CN1C(=O)N/C(=C/c2cc(OC)c(OC)cc2C)C1=O	1%	4	3%	2%	2%	11%	-24%	?	1%	?	1
CC(=O)c1ccc(OCC(=O)Nc2cccc(S(=O)(=O)N3CCCC3)c2)cc1	.	-32	-2%	-1%	-6%	-7%	.	-5%	.	.	-1
COc1ccc(C(=O)N(C)CCCC2CCCC2)cc1OC1CCN(C(C)C)CC1	-7%	-9	-1%	1%	0%	5%	-18%	?	-3%	4%	25
Cc1ccc(OC(=O)c2ccc([N+](=O)[O-])cc2Cl)cn1	.	0	2%	-1%	2%	11%	31%[activator]	2%	-2%	?	2
COc1cccc(C2=NOC(C(=O)NCc3ccccn3)C2)c1 (configuration not stated)	0%	21	0%	0%	-4%	20%	.	6%	-2%	-16%	-40
CCC(C)N(C(=O)COC(=O)CNC(=O)c1ccccc1F)C1CCS(=O)(=O)C1 (configuration not stated)	-5%	9	0%	2%	-15%	-14%	-26%	8%	-1%	-6%	4
COc1ccc(OC)c(S(=O)(=O)Nc2cc(OC)c(Cl)cc2OC)c1	1%	.	.	1%	5%	.	23%	.	-2%	-5%	19
CCOc1ccc(-n2c(Cc3cc(=O)[nH]c(=O)[nH]3)nnc2SCC(=O)Nc2nnc(C)s2)cc1	-2%	-1	-1%	6%	2%	8%	3%	0%	15%	-5%	-6
COC(=O)c1cccc(N(C(=O)CNC(=O)c2ccco2)C(C(=O)NC2CCCC2)c2ccco2)c1 (configuration not stated)	-3%	-8	1%	3%	-3%	5%	0%	2%	3%	0%	-7
COCCCNC(=O)CN(Cc1ccc(Cl)cc1)S(C)(=O)=O	1%	8	-1%	3%	-2%	5%	11%	3%	1%	7%	0
CC(=O)Oc1ccc(/C=C2/SC(=S)N(Cc3ccccc3)C2=O)cc1	.	3	7%	-21%	?	20%	?	0%	-1%	1%	0
O=C1Cc2cc(S(=O)(=O)Nc3ccc(N4CCOCC4)cc3)ccc2N1	.	.	2%	2%	.	5%	.	-12%	.	.	-1
Cc1nn(Cc2ccc(Cl)cc2)c(C)c1NC(=O)C(c1ccccc1)c1ccccc1	-2%	-11	0%	0%	13%	-1%	-2%	?	2%	.	23
N#CCNC(=O)c1nn2c(C(F)(F)F)cc(-c3ccccc3)nc2c1Br	.	3	0%	10%	-6%	3%	5%	2%	.	21%	-7
O=C(C/C=N\OCc1ccc([N+](=O)[O-])cc1)Nc1ccccc1	1%	-16	1%	2%	-3%	6%	-2%	-6%	-2%	?	9
COc1ccccc1NC(=O)CC(NCc1ccccc1)C(=O)O (configuration not stated)	-17%	23	-3%	7%	2%	2%	8%	-5%	-3%	2%	-14
CCC(C)(C)n1nnnc1C(c1ccccn1)N1CCN(c2cccc(OC)c2)CC1 (configuration not stated)	-3%	-12	-1%	0%	6%	-4%	-6%	3%	1%	-18%	0
CC1(NC(=O)Nc2cccc3ccccc23)CCS(=O)(=O)C1 (configuration not stated)	0%	4	2%	-1%	2%	-4%	9%	-12%	5%	16%	-5
Cc1c(/C(O)=C2\C(=O)C(=O)N(CCN(C)C)C2c2cccnc2)cnn1-c1ccccc1 (configuration not stated)	0%	-7	1%	2%	0%	10%	4%	13%	0%	15%	-8
CC1CN(C2CCN(S(=O)(=O)c3ccc(F)cc3)CC2)CC(C)O1 (configuration not stated)	2%	1	-1%	3%	9%	1%	1%	22%	2%	-1%	0
O=C(N1CCN(Cc2ccccc2)CC1)C(Cl)(Cl)Cl	-2%	-4	-1%	.	2%	2%	-11%	7%	-2%	-21%	-1
FC(F)(F)c1ccc(N=Cc2sc(N3CCOCC3)nc2-c2ccccc2)cc1	-5%	-4	-3%	9%	0%	-1%	5%	-2%	0%	37%[activator]	i
COCCNC(=S)N1CCN(S(=O)(=O)c2ccc(Cl)s2)CC1	?	-7	0%	1%	1%	-14%	.	-6%	2%	-4%	-12
CCCn1c(=N)n(CC(=O)c2ccc(Cl)c(Cl)c2)c2ccccc21	.	-14	0%	-7%	-16%	6%	?	-2%	-1%	6%	14
CC1=NN(Cc2ccccc2)C(=O)C1	0%	-3	0%	6%	-4%	0%	3%	-14%	-1%	-15%	4
Cc1ccc(NC(=O)c2ccc(NCCCN3CCOCC3)c([N+](=O)[O-])c2)cc1Cl	-3%	1	1%	?	5%	-2%	19%	?	1%	.	31
O=S(=O)(c1cc(Cl)ccc1Cl)N1CCN(Cc2ccc3c(c2)OCO3)CC1	5%	-14	0%	-1%	1%	-1%	-7%	-28%	2%	-8%	-2
CS(=O)(=O)N1CCCC(C(=O)NC2CCCCCCC2)C1 (configuration not stated)	1%	-4	-2%	1%	-3%	4%	1%	0%	1%	-4%	-3
CCCNc1c(NC(=O)c2ccc3c(c2)OCO3)c(=O)oc2ccccc12	.	16	0%	0%	3%	2%	.	?	6%	-2%	-23
C=C(C)COc1ccc(-c2nc(N)ncc2Oc2ccccc2OCC)c(O)c1	-5%	0	-9%	-14%	6%	-20%	47%[activator]	?	-2%	9%	-3
O=C(CCCOc1ccc(Cl)cc1Cl)Nc1nnc(C2CC2)s1	-24%	-2	-3%	-1%	1%	8%	.	0%	9%	3%	-1
C=CCNC(=O)c1ccc(N(CC=C)S(C)(=O)=O)cc1	0%	-4	1%	-2%	-1%	-20%	11%	0%	0%	-3%	3
O=C(CCSc1ccc(Cl)cc1)N1CCN(c2ncccn2)CC1	1%	-8	4%	-1%	9%	18%	-7%	-2%	3%	-5%	-2
c1csc(-c2nc(N3CCOCC3)c3ccccc3n2)c1	5%	8	0%	3%	-5%	-1%	8%	?	8%	0%	0
